MITF inh = blocks human microphthalmia-associated transcription factor | O75030 | AID 1259374 | inhibition, % at 2.6 µM | 650,000 compounds, 0.91% hits | AlphaScreen MITF homodimerization, bead proximity signal; in the data active = inhibition above about 50%;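 also: 0% = vehicle wells with protein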
TEAD-YAP inh = TEAD-YAP interaction inhibition | HEK-TIYL cells, TEAD-Gal4/YAP UAS-luciferase luminescence | inhibition, % at 9.12 µM | 640,000 compounds, 1.4% hits | AID 1259422; in the data active = inhibition above about 32%;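 also: 0% = median of test compound wells and 100% = reference inhibitor wells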
FBW7 act = activators of human E3 ligase FBW7 | AID 1259310 | Q969H0 | normalized activity (activation), % at 26.1 µM | AlphaScreen FBW7–phospho-cyclin E peptide binding, activator screen | 650,000 compounds, 0.13% hits; in the data active = normalized activity above about 1.9%;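 also: purified mutant Fbw7 with reduced substrate affinity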
Target sequence (Q969H0 whole entry, looked up): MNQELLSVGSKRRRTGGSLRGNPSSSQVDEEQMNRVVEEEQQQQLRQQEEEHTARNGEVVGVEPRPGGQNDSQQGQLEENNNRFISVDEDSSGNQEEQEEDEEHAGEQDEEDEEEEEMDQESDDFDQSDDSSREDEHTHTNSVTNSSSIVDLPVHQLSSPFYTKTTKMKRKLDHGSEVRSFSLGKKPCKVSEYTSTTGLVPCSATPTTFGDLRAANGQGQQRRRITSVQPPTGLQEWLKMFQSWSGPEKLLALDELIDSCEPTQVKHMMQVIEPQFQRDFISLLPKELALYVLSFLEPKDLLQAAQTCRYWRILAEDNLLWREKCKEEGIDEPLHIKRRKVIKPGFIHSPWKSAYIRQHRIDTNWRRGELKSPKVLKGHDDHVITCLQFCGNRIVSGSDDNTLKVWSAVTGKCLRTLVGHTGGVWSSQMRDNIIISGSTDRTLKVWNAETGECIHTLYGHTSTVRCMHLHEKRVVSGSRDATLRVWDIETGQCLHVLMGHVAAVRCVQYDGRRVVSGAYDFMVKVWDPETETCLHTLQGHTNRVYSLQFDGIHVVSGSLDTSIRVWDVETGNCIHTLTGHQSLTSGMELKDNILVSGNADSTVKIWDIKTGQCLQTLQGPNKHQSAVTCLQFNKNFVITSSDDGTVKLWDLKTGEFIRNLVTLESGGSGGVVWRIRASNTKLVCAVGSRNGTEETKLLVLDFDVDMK
GPR151 ag = activators of human GPR151. PathHunter beta-arrestin GPR151 cells, luminescence. activation, % at 11.2 µM. 650,000 compounds, 1% hits. AID 1508602; in the data active = activation above about 4.9%;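 also: 0% = median of compound wells and 100% = cells with positive control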
* marks the source's active call; other numbers are inactive results.

SMILES	MITF inh	TEAD-YAP inh	FBW7 act	GPR151 ag
Cc1cccc(Nc2ccc(N3CCN(C(=O)/C=C/c4ccccc4)CC3)nn2)n1	9	1	0.3	0.1
Cc1cc2ncn(CC(O)COc3ccccc3)c2cc1C (stereo unspecified)	0	13	-0.2	-0.7
CC(C)[C@H](Cn1nc(-c2cccs2)ccc1=O)NC(=O)c1ccc2nsnc2c1	14	-12	0.1	-0.6
CCN(CCCNS(=O)(=O)c1cc(Br)cc2c1N(C(C)=O)CC2)c1cccc(C)c1	-8	11	0.1	-1.6
Cc1ccccc1OCc1nc(-c2ccccc2)no1	0	-45	0.4	-1.7
O=C(N/N=C\c1cc(Br)ccc1O)c1cncc(Br)c1	13	-5	-0.2	0.2
CCN(CC)Cc1c(O)ccc2c(=O)c(Oc3ccccc3Br)coc12	11	1	-0.3	-0.8
C=CCc1cccc(/C=N/NC(=O)c2n[nH]c3c2CCC3)c1O	17	30	-0.2	0.0
COC(=O)/C(N=Nc1ccc2c(c1)OCO2)=C(\C)O	5	-19	0.0	-6.9
Cc1c(C(=O)NCc2ccco2)sc2ncnc(N3CCc4ccccc4C3)c12	23	31	0.2	-2.2
C=CCc1ccccc1OCC(O)CN1CCN(Cc2ccc3c(c2)OCO3)CC1 (stereo unspecified)	2	17	0.2	0.2
O=C(CN1CCOCC1)N/N=C/c1ccccc1	13	-4	0.1	3.0
CC(=O)Nc1ccc(C(=O)NCC(C)C)cc1	7	3	0.4	-1.0
COCC(=O)Nc1nnc(SCC(=O)NCc2cccs2)s1	6	6	-0.1	1.0
O=C(O)c1ccnc2ccc(Oc3ccc4nccc(C(=O)O)c4c3)cc12	6	-6	0.0	0.8
O=C(Nc1sc2c(c1C(=O)NCC1CCCO1)CCCC2)c1ccccc1Br (stereo unspecified)	10	-1	0.0	-0.9
NC(=O)c1ccc(Sc2nc3ccccc3s2)c([N+](=O)[O-])c1	9	29	0.1	-1.1
CCOC(=O)CSc1n[nH]c(NC(=O)NC(C)C)n1	-6	8	-0.1	1.4
CN1CCN(CCCNC(=O)c2cc3c(s2)-c2ccccc2SC3)CC1	-4	-5	-0.1	-3.0
S=c1n(CN2CCOCC2)nc(-c2ccccc2)n1-c1ccccc1	-6	-6	0.0	1.5

Structural class, the compounds so far containing a thiophene ring, fused or not (5)
SMILES	MITF inh	TEAD-YAP inh	FBW7 act	GPR151 ag
CC(C)[C@H](Cn1nc(-c2cccs2)ccc1=O)NC(=O)c1ccc2nsnc2c1	14	-12	0.1	-0.6
Cc1c(C(=O)NCc2ccco2)sc2ncnc(N3CCc4ccccc4C3)c12	23	31	0.2	-2.2
COCC(=O)Nc1nnc(SCC(=O)NCc2cccs2)s1	6	6	-0.1	1.0
O=C(Nc1sc2c(c1C(=O)NCC1CCCO1)CCCC2)c1ccccc1Br (stereo unspecified)	10	-1	0.0	-0.9
CN1CCN(CCCNC(=O)c2cc3c(s2)-c2ccccc2SC3)CC1	-4	-5	-0.1	-3.0

(cont.)
SMILES	MITF inh	TEAD-YAP inh	FBW7 act	GPR151 ag
C=CCNc1nc(Nc2ccc(-c3nc4ccccc4o3)cc2)nc(OC)n1	-6	3	0.4	0.2
CCOC(=O)c1nc(Nc2cccc(Cl)c2)c2ccccc2n1	1	7	0.0	1.8
COC(=O)C1C(=O)NC(SCC(=O)Nc2ccccc2C)=C(C#N)C1c1ccccc1F (stereo unspecified)	0	-3	0.1	0.7
CC(C)(C)Nc1scc(-c2ccccc2)[n+]1-c1ccccc1	13	-2	0.1	-0.6
O=C(Nc1ccccc1C(=O)N1CCN(CCO)CC1)c1cccc([N+](=O)[O-])c1	-9	-3	0.1	-1.2
O=C(COc1ccc(Cl)cc1Cl)Nc1ccc(F)c(Cl)c1	15	-66	0.5	-0.3
CCC(C)NC(=O)CSc1nc2ccccc2c(=O)n1CCC(=O)NCCc1ccc(OC)c(OC)c1 (stereo unspecified)	16	3	0.1	0.4
O=S(=O)(c1ccc(F)c(Cl)c1)N1CCNCC1	4	2	0.1	2.4
CCOc1ccc2nc(SCC(=O)N(CCc3ccccc3)c3ccccc3[N+](=O)[O-])sc2c1	9	-27	0.1	2.1
COc1ccc2cc(C3(C)NC(=O)N(CC(=O)Nc4cc(C)ccc4C)C3=O)ccc2c1 (stereo unspecified)	-4	5	0.1	1.8

Some of the entries so far, in CSV form.
compound,MITF inh,TEAD-YAP inh,FBW7 act,GPR151 ag
O=C(COc1ccc(Cl)cc1Cl)Nc1ccc(F)c(Cl)c1,15,-66,0.5,-0.3
CCC(C)NC(=O)CSc1nc2ccccc2c(=O)n1CCC(=O)NCCc1ccc(OC)c(OC)c1 (stereo unspecified),16,3,0.1,0.4

Additional compounds follow:
SMILES	MITF inh	TEAD-YAP inh	FBW7 act	GPR151 ag
C/C(=N\NC(=O)c1cccnc1)C1=C(O)CC(C)(C)CC1=O	4	-14	-0.1	-1.8
c1ccc(C(c2ccccc2)N2CCN(c3ncnc4[nH]ncc34)CC2)cc1	11	-7	0.0	-0.5
O=c1c2ccccc2nc(SCc2ccccc2Cl)n1Cc1ccccc1	17	-13	0.4	-1.6
Cc1ccccc1CN1CCN(C(=O)c2cccs2)CC1	45	-28	-0.2	1.1
COCCNC(=O)Cn1nc2c3c(C)c(C)sc3nc(C(C)C)n2c1=O	4	8	0.0	0.1
O=C(CN(C(=O)Cn1nnc2ccccc21)C1CCCCC1)NCC1CCCO1 (stereo unspecified)	-1	1	0.1	1.5
O=C(c1ccc(F)cc1)c1c[nH]c2c(F)cc(F)cc2c1=O	-6	-3	-0.1	2.7
COCCn1c(N2CCN(C)CC2)nc2c1c(=O)[nH]c(=O)n2C	7	-7	-1.0	0.1
O=C(NCc1cccnc1)c1ccnc(-c2ccc(N3CCOCC3)nc2)c1	0	-6	0.1	-1.7
CCOC(=O)c1c(CNc2ccccc2C(N)=O)n(C)c2cc(Br)c(OC(C)=O)cc12	-5	-10	-0.1	1.2
CC(NC(=O)C1CC1)c1nnc2n1CCN(Cc1ccc(F)c(F)c1)CC2 (stereo unspecified)	19	3	0.5	2.3
O=C(CCN1C(=O)c2ccccc2C1=O)N1CCN(Cc2ccc(Cl)cc2Cl)CC1	-17	-3	-0.1	-1.2
NS(=O)(=O)c1ccc(N2C(=O)C3C4c5ccccc5C(c5ccccc54)C3C2=O)cc1 (stereo unspecified)	3	0	-0.1	-0.5
CNC(=S)NNC(=O)Cc1ccc(O)cc1	-4	-3	-0.1	1.0
CCOc1ccc(-c2noc(C3CCN(S(=O)(=O)c4ccc(Br)cc4)CC3)n2)cc1	-4	3	0.1	1.6
CCCc1ccc(OCC(=O)Nc2sc3c(c2C(=O)OC)CCCCC3)cc1	-3	-5	0.2	1.9
COc1ccc(Nc2nc(C(=O)N(CCO)Cc3ccccc3)cs2)cc1	18	-6	0.1	0.3
O=C1CCC(CCC(=O)N2CCCC(c3ccccc3)C2)(Cc2cccs2)N1 (stereo unspecified)	2	5	0.2	1.7
COc1ccccc1N1CC(C(=O)OCC(=O)c2ccc(Cl)cc2)CC1=O (stereo unspecified)	-10	5	-0.1	-0.2
Cc1ccc(/C=C2\C=C(c3ccc(Cl)cc3)OC2=O)cc1[N+](=O)[O-]	-10	-7	-0.1	0.3
O=C1NC(c2cccc(F)c2)C(C(=O)c2cccs2)C(O)(C(F)(F)F)N1 (stereo unspecified)	2	-4	-0.1	-0.1
O=C(CN1C(=O)COc2ccccc21)NCCN1CCc2ccccc2C1	-2	-2	-0.1	2.0
O=C(Cn1cnc([N+](=O)[O-])c1)N1CCCCC1	7	-10	0.6	-1.2
C/C(=N/NC(=O)c1ccoc1C)c1ccc(Cl)c(Cl)c1	-1	-25	-0.2	-7.2
O=c1oc2ccc3ccccc3c2cc1-c1ccccc1	-23	1	0.2	0.2
CC(C)c1nc(C#N)c(N/N=C/c2cccc(Br)c2)o1	0	-16	-0.2	0.6
CC1=C2C(=O)OC(c3ccoc3)C2(C)CCC1 (stereo unspecified)	8	4	0.4	-0.6
C/C=C(\C)CN1CCc2c(C(=O)N(C)C(C)c3ccco3)c(OC)cc(=O)n2CC1 (stereo unspecified)	-2	-2	0.2	-0.7
Cc1cc(C)cc(Nc2c(-c3ccc4c(c3)OCC(=O)N4)c(=O)c2=O)c1	8	-2	0.1	0.9
C/C(N)=C(/C#N)C(=O)CN1C(=O)NC(Cc2c[nH]c3ccccc23)C1=O (stereo unspecified)	6	6	0.0	2.0

An excerpt of these results, with two lines to a compound.
Second line of a record – MITF inh | TEAD-YAP inh | FBW7 act | GPR151 ag
S=c1n(CN2CCOCC2)nc(-c2ccccc2)n1-c1ccccc1
    -6 | -6 | 0.0 | 1.5
C=CCNc1nc(Nc2ccc(-c3nc4ccccc4o3)cc2)nc(OC)n1
    -6 | 3 | 0.4 | 0.2

(continued)
SMILES	MITF inh	TEAD-YAP inh	FBW7 act	GPR151 ag
CCOC(=O)c1cccc(NC(=O)CCCn2sc3ccccc3c2=O)c1	-17	4	-0.2	0.2
COC(=O)C1(C)NC(c2ccc(O)cc2)C2C(=O)N(c3ccc(F)cc3)C(=O)C21 (stereo unspecified)	2	11	0.1	-0.2
COc1ccc(-n2c(SCC(=O)N3CCc4ccccc43)nnc2-c2cccnc2)cc1	-2	-2	0.0	-0.1
COc1cccc(-c2nc3ccccc3c(=O)n2NC(=O)c2ccc([N+](=O)[O-])cc2Cl)c1	5	2	0.2	0.1
COC(=O)C1(C)NC(c2ccc(C)cc2)C2C(=O)N(C)C(=O)C21 (stereo unspecified)	13	-5	0.0	-0.1
Cc1c(C(=O)NC(=S)Nc2ccc(-c3nc4cc(Cl)ccc4o3)cc2)oc2ccccc12	3	-1	0.1	-1.4
O=C(NCc1ccco1)c1cc2c(=O)oc3ccccc3c2s1	18	-2	0.3	-0.5
O=C(NN1C(=O)c2ccccc2C1=O)c1cccc([N+](=O)[O-])c1	14	13	0.2	0.3
Cc1cc(NC(=O)CCC(=O)N(CC(=O)NC2CCCCC2)Cc2cccs2)no1	1	-10	-0.1	-0.5
Cc1ccccc1C(=O)Nc1ccc(C(=O)N/N=C/c2cc([N+](=O)[O-])ccc2O)cc1	6	-5	0.0	-0.4
O=c1c2ccccc2nc(SCc2cc(F)ccc2F)n1Cc1ccco1	2	3	-0.1	0.3
CCN(CC)CCC(C)OC(=O)c1ccc(O)cc1O (stereo unspecified)	12	11	0.2	-0.1
COc1ccc(C(=O)NCCOc2ccccc2F)cc1OC	3	-58	0.0	1.0
CC(=O)Nc1ccc(S(=O)(=O)c2ccc(NC(C)=O)cc2)cc1	15	0	0.2	-0.9
Cc1[nH]n(-c2ccccc2)c(=O)c1C(c1ccc(OC(=O)c2ccc(Cl)cc2)cc1)c1c(C)[nH]n(-c2ccccc2)c1=O	18	1	0.4	0.4
O=S(=O)(Nc1ccc(N2CCC(NCCc3cscn3)CC2)cc1)c1ccccc1	5	-2	0.0	0.0
CCC(=O)NNC(=O)COc1ccc2ccccc2c1	16	2	0.0	0.6
CCCN(CCC)CCCNS(=O)(=O)c1cc(Br)cc2c1N(C(C)=O)CC2	-6	-5	0.0	-0.9
CCOC(=O)c1sc(NC(=O)Cn2nc(C(F)(F)F)cc2C)c(C(=O)OCC)c1C	3	-1	0.0	-2.0
COC(=O)c1ccc(NC(=O)C2CC(=O)N(CCc3ccc(OC)c(OC)c3)C(=Nc3ccc(F)cc3)S2)cc1 (stereo unspecified)	5	7	0.1	-0.7
CCOc1ccccc1C1C(C#N)=C(N)OC2=C1C(=O)CCC2 (stereo unspecified)	9	1	0.2	0.1
Cc1ccc(N2C(=O)CC(N3CCN(c4cccc(Cl)c4)CC3)C2=O)cc1Cl (stereo unspecified)	2	1	0.0	0.4
COc1ccc(OCC(O)CN2CCCCCC2)cc1 (stereo unspecified)	49	-8	0.6	0.3
CCC(CC)=NNC(=O)CSc1ncccn1	-10	-14	-0.1	-0.9
COc1cc(C(=O)NCc2cccc3ccccc23)cc(OC)c1OC	-3	-5	-0.1	0.1
CCCCc1ccc(-c2nc3ccccc3c(=O)n2N)cc1	18	-20	0.0	0.2
FC(F)(F)C(C1=NC(C(F)(F)F)(C(F)(F)F)N=C(c2ccccc2)O1)C(F)(F)F	4	0	0.2	0.4
COc1cccc(C(=O)N2CCN3C(=O)[C@@H](CO)NC(=O)[C@H]3C2)c1	5	-4	0.4	-1.4
COC(=O)c1c(NC(=O)c2cc3nc(-c4cccs4)cc(C(F)(F)F)n3n2)sc2c1CCC(C(C)(C)C)C2 (stereo unspecified)	20	15	0.4	-1.2
COc1cc(OC)c(C2C(C#N)=C(N)Oc3n[nH]c(C(C)(C)C)c32)cc1OC (stereo unspecified)	7	5	-0.1	-0.5
CC(C)(C)C1=N/C(=C/c2ccc(Cl)cc2Cl)C(=O)O1	5	2	0.1	0.5
O=c1c2cnn(-c3ccc(Cl)cc3)c2ncn1Cc1ccccc1	-7	7	-0.1	0.2
CCOC(=O)C1=CN(C(C)C)C=C(C(=O)OCC)C1c1ccccc1OC	-4	-6	0.2	-1.1
CCc1cccc(C)c1NC(=O)c1cc(S(=O)(=O)N2CCc3ccccc32)ccc1F	-1	7	-0.1	-0.3
COC(=O)c1ccccc1NC(=O)CSc1nnc(SCC(=O)Nc2ccccc2C(=O)OC)s1	20	-3	0.3	1.1
Cc1ccc(Cl)cc1NC(=O)c1cnc2sccn2c1=O	-6	-17	-0.1	1.7
O=C(OCC1COc2ccccc2O1)c1ccc(Br)c(S(=O)(=O)N2CCOCC2)c1 (stereo unspecified)	16	3	0.2	-2.1
COc1cccc(C=Nc2ccccc2C(N)=O)c1O	23	-40	0.7	-0.9

Assay outcomes deposited in PubChem BioAssay by The Scripps Research Institute Molecular Screening Center.
